AmpC inh detg = qHTS Inhibitors of AmpC Beta-Lactamase (assay with detergent); P00811; AmpC hydrolysis of nitrocefin, absorbance 480 nm, 0.01% Triton; Potency, µM (highest dose often 114 µM), for the others: at the highest dose activity change, negative = inhibition, actives largely listed as inhibitors; 370,000 tested, 0.041% active;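 further: potency means the concentration at half of the fitted maximal effect; 0% = no-compound wells and -100% = no-enzyme wells; nearly all actives have a fitted effect of over 25% in size; some results filed as inactive show a strong effect at the top dose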
Target sequence (P00811 whole entry, looked up): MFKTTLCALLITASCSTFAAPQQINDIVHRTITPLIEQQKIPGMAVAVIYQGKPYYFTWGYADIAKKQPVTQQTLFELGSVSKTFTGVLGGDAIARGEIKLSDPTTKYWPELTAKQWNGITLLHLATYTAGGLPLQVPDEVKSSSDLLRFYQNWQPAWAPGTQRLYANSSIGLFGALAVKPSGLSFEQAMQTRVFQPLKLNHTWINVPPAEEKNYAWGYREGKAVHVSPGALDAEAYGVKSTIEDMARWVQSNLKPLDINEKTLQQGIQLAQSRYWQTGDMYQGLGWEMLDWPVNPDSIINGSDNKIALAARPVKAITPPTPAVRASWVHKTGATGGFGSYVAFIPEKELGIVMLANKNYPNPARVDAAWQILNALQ
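AmpC (5.3 nM in the dispensed reagent) in 20 mM phosphate pH 7.0 with 0.01% (detergent screen) or 0.0001% Triton X-100 was preincubated with compounds for 15 min at room temperature. Nitrocefin was then added from an 800 uM solution, and hydrolysis was followed at 480 nm.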
Tb PYK inh = qHTS of Trypanosoma Brucei Inhibitors | pyruvate kinase (Trypanosoma brucei), Q57TT1 | TbPYK enzyme, Kinase-Glo Plus ATP luminescence, 45 min | Potency, µM (doses to about 76.8 µM), for inactives: top-dose activity, negative = inhibition, most hits filed as inhibitors | 410,000 tested, 0.12% active | AID 624173, 2012; further: potency means the concentration at half of the fitted maximal effect; nearly all actives have a fitted effect of over 50% in size
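Assay buffer: 50 mM TEA pH 7.2, 100 mM KCl, 10 mM MgCl2, 0.05% BSA, 0.01% Tween-20. Pyruvate kinase from T. brucei plus substrate met compound, then ADP (130 uM final). Luminescence was read post 45 min RT.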
AMA1-RON2 inh = qHTS for Inhibitors of AMA1-RON; Towards Development of Antimalarial Drug Lead: Primary Screen. 360,000 tested, 0.2% active. Plasmodium falciparum AMA1 (3D7) - RON2 peptide interaction. AlphaScreen AMA1-biotinylated RON2 peptide binding. Potency, µM (highest dose often 58.2 µM), without a hit: at the highest dose activity change, negative = inhibition, actives largely listed as inhibitors;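 further: potency means the concentration at half of the fitted maximal effect; 0% = vehicle wells and -100% = peptide control; nearly all actives have a fitted effect of over 45% in size; some results filed as inactive show a strong effect at the top dose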
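AMA1 (3D7) with his tag at 25 nM final met compounds first, then biotinylated RON2 peptide at 25 nM; detection used donor plus acceptor beads, 10 µg/mL apiece, read by AlphaScreen after 30 min at room temperature.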
HCV inh = qHTS Assay for Inhibitors of Hepatitis C Virus (HCV); Huh7.5.1 HCVcc-Cre infection, luciferase reporter, 44 h; Potency, µM (top dose mostly 41.8 µM), for the others: at the highest dose activity change, negative = inhibition, most hits filed as inhibitors; 340,000 tested, 3.4% active; further: potency means the concentration at half of the fitted maximal effect
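Infectious HCV cell culture screen: compound-treated cells (1,000/well, pre-plated 4 h) are infected with HCVcc-Cre at roughly 0.5 moi and grown 44 h. Infection is quantified by luciferase signal after 15 min substrate incubation at room temperature.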
AmpC inh no detg = qHTS Inhibitors of AmpC Beta-Lactamase (assay without detergent) | 330,000 tested, 0.52% active | Potency, µM (highest dose often 57.1 µM), without a hit: at the highest dose activity change, negative = inhibition, most hits filed as inhibitors | P00811 | AmpC nitrocefin hydrolysis, absorbance 480 nm, 0.0001% Triton | AID 485341, 2010;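 further: potency means the concentration at half of the fitted maximal effect; plate controls were no compound for no effect and no enzyme for full effect; nearly all actives have a fitted effect of over 20% in size; some results filed as inactive show a strong effect at the top dose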
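AmpC (5.3 nM in the dispensed reagent) in 20 mM phosphate pH 7.0 with 0.01% (detergent screen) or 0.0001% Triton X-100 was preincubated with compounds for 15 min at room temperature. Nitrocefin was then added from an 800 uM solution, and hydrolysis was followed at 480 nm.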
LmPK inhibitor = qHTS Assay for Inhibitors of Leishmania Mexicana Pyruvate Kinase (LmPK); Q27686; purified LmPK, Kinase-Glo ATP luminescence, 1 h; Potency, µM (series often up to 57.5 µM), for inactives: at the highest dose activity change, negative = inhibition, usual class: inhibitors; 290,000 tested, 0.37% active; AID 1721, 2009; further: potency means the concentration at half of the fitted maximal effect
Target sequence (Q27686 whole entry, looked up): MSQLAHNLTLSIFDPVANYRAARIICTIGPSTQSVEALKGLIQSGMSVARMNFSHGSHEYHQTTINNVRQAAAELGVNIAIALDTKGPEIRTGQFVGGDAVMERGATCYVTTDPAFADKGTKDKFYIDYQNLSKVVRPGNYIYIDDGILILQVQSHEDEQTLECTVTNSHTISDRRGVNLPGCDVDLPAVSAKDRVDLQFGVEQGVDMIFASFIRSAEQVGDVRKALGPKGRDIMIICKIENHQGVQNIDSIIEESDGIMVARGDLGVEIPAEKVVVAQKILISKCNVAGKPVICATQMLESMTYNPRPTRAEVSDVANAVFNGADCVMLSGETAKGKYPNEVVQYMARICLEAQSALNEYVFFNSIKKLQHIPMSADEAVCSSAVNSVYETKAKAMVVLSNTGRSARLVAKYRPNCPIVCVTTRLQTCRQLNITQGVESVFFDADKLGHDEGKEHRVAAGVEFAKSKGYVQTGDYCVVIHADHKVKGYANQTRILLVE
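Kinase-Glo luminescence read after 1 h RT reaction of 0.1 nM LmPK with 0.5 mM PEP and 0.1 mM ADP. Activity scaled between uninhibited and enzyme-free controls.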
HCMV inh = qHTS Assay for inhibitors of the human cytomegalovirus (HCMV); HFF cells, HCMV-luciferase reporter, 72 h; hits give low values; AID 1259415, 2018; 410,000 tested, 4.5% active; activity change, negative = inhibition, % at 57.5 µM; in the data active means activity change below about -60%; inconclusive means no clear call, values can overlap the other calls; inactive means above about -39%
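Two compound doses tested in HFFs infected with HCMV-luciferase, MOI 1 PFU/cell, 72 h at 37C. Lysate luminescence read with OneGlo; data normalized against buffer-only and 10uM Salinomycin inhibitor controls.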
Active calls of the source: *; ? = inconclusive; . = not tested or not shown; & = joins results of further samples; [ ] = another dose, or the depositor's remark. Unless noted, the call rests on the fitted dose curve; in most records, active means well fitted curve in the direction sought with a large enough effect; inconclusive means small, poorly fitted or top-dose-only effect, or another doubt; inactive means no such curve, though single readings can be large; an effect the other way counts as inactive or inconclusive. Unless noted, on the % scale 0 is the no-effect control and ±100 the full control effect.

Second line of a record – AmpC inh detg, Tb PYK inh, AMA1-RON2 inh, HCV inh, AmpC inh no detg, LmPK inhibitor, HCMV inh
> COc1cc2c(cc1OC)CN(C(=O)C1CCC(=O)N(CCCN3CCOCC3)C1)CC2 (stereo not drawn)
    -10%, 4%, 4%, 15%, 30%, 3%, 11
> C=CCc1ccc(OCCOCCOc2cccc3cccnc23)c(OC)c1
    -19%, -3%, -14%, -27%, 22%, 5%, -21
> COc1ccc(CNC(=O)CN2C(=O)CSc3ccc(S(=O)(=O)N(C)C)cc32)cc1
    5%, 0%, ., ., ., ., 4
> CCOc1ccc2nc3sc(C(=O)N4CCOCC4)c(N)c3cc2c1
    -4%, -8%, 57%[activator], ?, 25%, -6%, 38
> CCc1nc2c(OCC3COc4ccccc4O3)cccn2c1N(C)C(=O)c1cccc(OC)c1 (stereo not drawn)
    ., -4%, 0%, ., ., ., -18
> COc1ccc(N2CCN(C(=O)Cc3ccc(Cl)cc3)CC2)cc1
    -8%, 0%, 18µM*, -27%, 22%, -1%, -22
> CCOC(=O)c1ccc(NC(=O)c2ccc3c(c2)C(=O)N(Cc2cccnc2)C3=O)cc1
    4%, 4%, -12%, 8%, 86%[activator], -2%, 11
> CCN(CC)C(=O)CCCc1c[nH]c2ccccc12
    1%, 0%, -3%, -7%, -6%, 0%, -37
> Cc1ccc(N2CC(C(=O)NCc3cccs3)CC2=O)cc1 (stereo not drawn)
    -3%, 11%, 26%, -6%, -4%, 1%, -7
> Cc1nn(C)c(C(=O)NNC(=S)NCc2ccccc2)c1Cl
    4%, -1%, 137%[activator], 16%, -21%, 1%, 7
> Cn1c(=O)c2c(nc(OCc3ccc4c(c3)OCO4)n2Cc2ccccc2Cl)n(C)c1=O
    1%, -18%, -2%, 6%, -5%, -1%, 0
> CCOC(=O)c1cnc2ccc(C)cc2c1N(C)Cc1ccccc1
    4%, -7%, 30%[activator], -16%, 56%, -7%, -60*
> O=C(C1CCC(=O)N(C2CCCC2)C1)N1CCC(Oc2cccc(F)c2)CC1 (stereo not drawn)
    ?, 0%, -1%, -16%, 129%[activator], -4%, 4
> OCC(CO)(CO)N=Cc1cc(Br)ccc1O
    ?, -13%, 39%[activator], ?, -15%, -1%, 25
> CCn1c(SCC(=O)n2nc(C)cc2C)nnc1-c1ccc2c(c1)OCO2
    -13%, -3%, 16%, 18%, 1%, 1%, 36
> COc1ccc(-n2nc3cc(C)c(NC(=S)NC(=O)c4ccccc4C)cc3n2)cc1
    -1%, 1%, 16%, ?, -11%, 3%, 62
> Oc1oc(-c2ccccc2)nc1/C=N/c1ccccn1
    2%, -1%, -5%, -1%, 80%[activator], 5%, -22
> COc1ncccc1C(=O)N1CCCC(C(=O)c2cccc(OC(C)C)c2)C1 (stereo not drawn)
    5%, 2%, -9%, ?, 84%[activator], 5%, ?
> COCCCn1c(=N)c(C(N)=S)cc2c(=O)n3cccc(C)c3nc21
    ., -3%, -2%, ?, ., ., ?
> Cc1ccc(S(=O)(=O)N2CCN(c3ccc(S(=O)(=O)N4CCOCC4)cn3)CC2)cc1
    -8%, -5%, 0%, -2%, -8%, 2%, 8
> COc1ccc(S(=O)(=O)N(C)C[C@H]2Oc3cc(Br)ccc3S(=O)(=O)N([C@H](C)CO)C[C@H]2C)cc1
    ., -16%, -6%, ., ., ., -17
> COc1ccc(C(=O)Nc2ccc(NC(=O)c3ccccc3F)cn2)cc1
    -3%, 0%, 0%, -2%, -14%, 0%, 10
> CC(C)n1cc(CN2CCCC(CO)(Cc3cccc(Cl)c3)C2)cn1 (stereo not drawn)
    -4%, -6%, 13%, 1%, 12%, -4%, -20
> Cc1nn(CC(=O)N2CCN(c3ccccc3)CC2)c(C)c1[N+](=O)[O-]
    -14%, 2%, 5%, -4%, -6%, 9%, -10
> CCCS(=O)(=O)NC(=O)C1(C)CCN(C(=O)c2ccc(F)c(C)c2)C1 (stereo not drawn)
    ., -3%, 2%, ., ., ., 10
> C#CCN1CCN(c2cccc(C(F)(F)F)c2)CC1
    2%, 2%, 5%, 7%, 7%, -1%, ?
> C=CCn1c(CCC)nc2ccccc21
    -2%, 6%, -7%, -3%, -9%, 2%, -26
> Cc1cccn2c(=O)c3cc(C(=O)NC4CCCCC4C)n(C)c3nc12 (stereo not drawn)
    -13%, -2%, 16%, -6%, -22%, 9%, -16
> COc1cccc(C(=O)Nc2c3c(nn2-c2ccc(C)cc2C)CS(=O)(=O)C3)c1OC
    2%, 4%, ., ., ., ., -18
> COC(=O)c1c(NC(=O)C2COc3ccccc3O2)sc2c1CCN(C(C)=O)C2 (stereo not drawn)
    2%, -1%, 15%, ?, 209%[activator], 0%, 12

Some of the entries above in a different format.
> CC(C)n1cc(CN2CCCC(CO)(Cc3cccc(Cl)c3)C2)cn1 (stereo not drawn)
  AmpC inh detg: -4%; Tb PYK inh: -6%; AMA1-RON2 inh: 13%; HCV inh: 1%; AmpC inh no detg: 12%; LmPK inhibitor: -4%; HCMV inh: -20

> COc1cccc(C(=O)Nc2c3c(nn2-c2ccc(C)cc2C)CS(=O)(=O)C3)c1OC
  AmpC inh detg: 2%; Tb PYK inh: 4%; AMA1-RON2 inh: .; HCV inh: .; AmpC inh no detg: .; LmPK inhibitor: .; HCMV inh: -18

> COC(=O)c1c(NC(=O)C2COc3ccccc3O2)sc2c1CCN(C(C)=O)C2 (stereo not drawn)
  AmpC inh detg: 2%; Tb PYK inh: -1%; AMA1-RON2 inh: 15%; HCV inh: ?; AmpC inh no detg: 209%[activator]; LmPK inhibitor: 0%; HCMV inh: 12

Following part
Second line of a record – AmpC inh detg, Tb PYK inh, AMA1-RON2 inh, HCV inh, AmpC inh no detg, LmPK inhibitor, HCMV inh
> N=c1c2c3c(sc2ncn1CCN1CCOCC1)CCCCC3
    -14%, -6%, 8%, -15%, -1%, 1%, 35
> CC(C)OC(=O)CSc1nnc(Cc2ccccc2)n1C
    -4%, -1%, 17%, 7%, -14%, -1%, -5
> CCCc1ccc(S(=O)(=O)N2CCN(Cc3ccco3)CC2)cc1
    -8%, -9%, 4%, ., -8%, 1%, -23
> COc1ccc(OC)c(NC(=O)CN(Cc2ccc(F)cc2)C2CCCCC2)c1
    ?, 3%, ?, ?, -21%, 10%, -93*
> COc1ccc(CCNC(=O)c2cc(Nc3ccccc3)nc3ccccc23)cc1OC
    0%, 5%, ., ., ., ., 31
> COc1ccc(OCCn2c(C)c(/C=N/n3cnnc3)c3ccccc32)cc1
    -13%, -3%, 2%, -17%, 102%[activator], 1%, .
> CCOc1ncccc1C(=O)OCC(=O)Nc1c(C)cc(C)cc1C
    ?, 0%, -8%, 3%, -23%, 0%, -7
> Cc1cc(NC(=O)CSc2nc3c(C)cccc3cc2C)no1
    5%, 0%, 3%, -3%, -6%, -5%, 36
> CC1CCCC(NC(=O)CN(C)S(=O)(=O)c2cccc3cccnc23)C1C (stereo not drawn)
    -6%, 1%, 9%, -30%, 48%, -1%, -14
> Cc1cccc(-n2c(O)c(C=NCCN3CCCCC3)c(=O)[nH]c2=O)c1
    4%, -8%, 4%, 6%, -22%, 2%, 41
> CC(=O)N1CCN(c2csc3ccc(F)cc3c2=O)CC1
    0%, -15%, ., ., ., ., 11
> CCCCn1c(NCc2ccc(N(C)C)cc2)nc2ccccc21
    -2%&-1%, -2%&-8%, ?, ?, 20%, 5%, -36&12
> COc1ccc(S(=O)(=O)N2CCC(C(=O)NCCC(=O)NCc3cccc(OC)c3)CC2)cc1
    -12%, -1%, -5%, -11%, 120%[activator], -7%, 16
> CCOc1cc(C(=O)N2CCN(c3ccccc3)CC2)cc(OCC)c1OCC
    -2%, -5%, -11%, -11%, 105%[activator], 5%, 9
> CCOC(=O)c1ccc(NC(=O)NCc2ccccc2OC)cc1
    0%, 2%, -21%, 11µM*, -45%, 1%, -4
> Cc1noc(NS(=O)(=O)c2ccc(NC(=O)/C=C/c3ccccc3)cc2)c1C
    ., 1%, -17%, 4%, -42%, ., 51
> CCOc1ccc(-c2nc(CSc3nnc(C)s3)cs2)cc1OC
    -5%, -3%, -1%, ?, 63%[activator], 0%, 152
> CCn1c(=O)cc(SCC(=O)Nc2ccc(C)cn2)c2ccccc21
    -1%, 6%, -4%, ?, -14%, 1%, -95*
> Cc1cccc(/C(N)=N/OC(=O)CCCc2ccccc2)c1
    -2%, -2%, 38%[activator], 7%, -27%, -12%, 47
> CSc1cccc(NC(=O)C2CCN(S(=O)(=O)c3ccc4[nH]c(=O)ccc4c3)CC2)c1
    2%, 0%, ., ., ., ., 14
> O=C(CCCNS(=O)(=O)c1ccc(F)cc1)Nc1ccc(F)cc1
    6%, 2%, -12%, 2%, -23%, 0%, -2
> Cc1ncc(CO)c2c1Oc1nc(-c3ccccc3Cl)nc(SCc3ccccc3F)c1C2
    -6%, -3%, ., ., ., ., -6
> Cc1cccc(CSc2ccc(S(=O)(=O)N3CCCC3)cn2)c1
    ?, -2%, 52%[activator], ?, -11%, ., 7
> COc1cc(OC)c(NC(=O)c2cc(C)nc3c2c(C)nn3-c2ccc(C)cc2)cc1Cl
    0%, 1%, ., ., ., ., 26
> Nc1nnc(-c2ccccc2[N+](=O)[O-])o1
    1%, -3%, 0%, 25%, -5%, -12%, ?
> Nc1c(S(=O)(=O)c2cccs2)c2nc3ccccc3nc2n1CC1CCCO1 (stereo not drawn)
    -17%, -2%, 8%, 16%, -28%, 5%, .
> NC(=O)Nc1ccccc1C(=O)Nc1ccc2ccccc2c1
    -15%, -9%, 7%, 15%, -22%, -3%, 6
> CCc1c(C)sc2c1CCN(C(=O)Nc1ccccc1Cl)C2c1ccc(OC)cc1 (stereo not drawn)
    5%, -10%, ., ., ., ., -26
> COc1ccc2c(c1)C(=O)c1ccccc1CO2
    4%, -3%, -8%, -1%, -18%, -17%, 87
> Cc1ccc(OCc2nnc(NC(=O)c3ccco3)s2)cc1
    ?, -2%, 18%, 11%, -21%, 1%, -1
> O=C(c1ccc(F)cc1)c1c[nH]c(C(=O)NCc2ccco2)c1
    -5%, 1%, -2%, 4%, -6%, 0%, 75
> C=CCN(C(=O)c1ccccc1)c1ccc(OC)cc1
    -7%, 7%, 27%, -21%, -4%, -1%, 20

Compound activity (PubChem)
